High-throughput results: PubChem, National Center for Advancing Translational Sciences (NCATS)
KDM5B inh – KDM5B demethylase inhibition. Q9UGL1. KDM5B demethylase, FDH-coupled NADH fluorescence (FDH is formaldehyde dehydrogenase). Potency, µM (highest dose often 57.7 µM), for inactives: at the highest dose activity change, negative = inhibition, most hits filed as inhibitors. 220,000 compounds, 2.6% hits; active = well fitted inhibition curve with a large enough effect; inconclusive = small, poorly fitted or top-dose-only effect; inactive = no such curve, though single readings can be large or run the other way; also: 0% is about no effect; nearly all actives have a fitted effect of over 70% in size
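qHTS format, multiple compound concentrations. Buffer 50 mM HEPES pH 7.5/0.01% Tween-20; 200 nM KDM5BΔAP final; 10 min compound preincubation; substrate-mix levels 12.5 µM peptide, 25 µM α-KG, 0.25 mM NAD⁺; 30 min RT; ΔRFU.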
* hit, by the source's call; i = inactive; ? = inconclusive; [ ] = remark or other dose. Potency is read from the fitted curve at half-maximal effect. A portion of the library; the hit share may differ from the screen's.

SMILES	KDM5B inh
NCCN1C(=O)CO[C@H](c2ccc(NC(=O)C3CCOCC3)cc2)[C@H]1CO	93.0%[activator][86.2 µM]
COc1cc(CN2CCC(C)(NC(C)=O)CC2)cc(NCc2ccccc2)c1	-16.9%[86.2 µM]
CCCCn1c2ccccc2c2nnc(SCc3ccc(F)cc3)nc21	14.8%
CSc1ncc(Cl)c(C(=O)N(Cc2ccc(C)cc2)C2CCS(=O)(=O)C2)n1 (stereo not given)	-9.8%
O=C1N(C2CCN(Cc3ccncc3F)CC2)C(c2ccncc2)C12CCCCC2 (stereo not given)	-25.2%
COC(=O)C1=C(C)N=C2SC=C(CC(=O)N3CCCC3)N2C1c1ccccc1Cl (stereo not given)	?
CC(=O)c1ccc(NC(=O)c2cc(S(=O)(=O)N3CCCCCC3)cn2C)cc1	-4.1%
COc1ccc2oc(=N)c(C(=O)Nc3ccc(F)cc3)cc2c1	23.9%
COc1ccc(CCCc2nnc(SCC(=O)Nc3ccc(C)cc3)o2)cc1	-26.8%
CCn1cnnc1-c1nn(C)c2c1CN(C(=O)CCCC1C(=O)Nc3ccccc31)CC2 (stereo not given)	?
COc1cccc(CNC(=O)C2CCC(CNS(=O)(=O)c3ccc4c(c3)CCCC(=O)N4)CC2)c1 (stereo not given)	-0.2%
COCC1CN(C(=O)Cc2ccc(OC)c(Cl)c2)CC12CCNCC2 (stereo not given)	-16.7%
Nc1c(C(=O)c2ccc(F)cc2)sc(Nc2ccccc2F)c1S(=O)(=O)c1ccc(Br)cc1	?
O=C1C(N2CCN(S(=O)(=O)c3cccs3)CC2)CCN1CCc1ccccc1 (stereo not given)	17.2%
O=S1(=O)c2c(NCc3ccco3)cccc2Oc2ccccc2CN1Cc1cn(Cc2ccc(C(F)(F)F)cc2)nn1	?
O=c1oc2ccc(Cl)cc2cc1S(=O)(=O)N1CCc2ccccc2C1	2.9%
O=C(Nc1cccc(-c2nnc3n2CCCC3)c1)c1ccc2ccccc2n1	9.2%
COc1ccc(N2CCN(c3oc(-c4ccc(COc5cccc(C)c5)o4)nc3C#N)CC2)cc1	-18.1%
COCCN1Cc2nc(OCc3ccc(F)cc3)ccc2OCC1=O	-1.6%[86.2 µM]
O=C(NC1CC1)c1cc2occc2n1Cc1ccccc1Cl	5.8%
Cc1ccc(Cc2cnc(N)s2)cc1C	-6.9%
N#Cc1ccc(O[C@@H]2COCC[C@H]2NC(=O)Cn2nnnc2N)cc1	49.2%[activator]
O=C(CSc1nc(C2CC2)nc2ccccc12)NCc1ccccc1	7.5%
COCCCNC(=O)Cc1ccc(-n2c(C)nc3cccnc32)cc1	0.1%
Cc1ccccc1Cn1c2ccccc2c2cnn(CC(=O)NCCc3ccccc3)c(=O)c21	?

Further structures
SMILES	KDM5B inh
O=C(CSCc1cc(=O)c2cc(F)ccc2[nH]1)Nc1ccccc1Cl	-15.1%
Cc1ccc(-n2ncc(C(=O)Nc3ccc4c(c3)OCO4)c2C2CCN(C(=O)OC(C)(C)C)CC2)c(C)c1	?
COc1ccc(S(=O)(=O)Oc2ccc3ccc(=O)oc3c2)cc1OC	-29.6%
FC(F)(F)c1ccc(N2C3CCC2CN(Cc2ccccc2)C3)cc1	14.7%[115 µM]
O=C1c2c(nc(CNCc3cccc(Cl)c3)n2Cc2ccccc2)NCCN1Cc1ccccc1F	?
Cc1ccc(NC(=O)c2cnc(SCC(=O)N3CCCc4ccccc43)n(C)c2=O)cc1	-6.5%
CC(C)C(=O)N1CCCC(c2nn(C)c(=O)n2C(C)C)C1 (stereo not given)	-4.6%
CN(C)CCCNc1oc(COc2ccc(Br)cc2)nc1C#N	-17.1%
Cc1ccc(-c2cc3c(=O)n(CCNC(=O)c4ccco4)ccn3n2)c(C)c1	11.0%
NC(=O)c1ccc(C(=O)NCC(O)c2ccc(F)c(F)c2)nc1 (stereo not given)	-12.1%
Cc1ccc2c(c1)c1c(c(=O)n(-c3cccc(Cl)c3)c(=O)n1C)n2C	-58.8%
CCCOc1ccc(NC(=O)CC2SCCNC2=O)cc1 (stereo not given)	3.9%
CC(C)CCNC(=O)c1cnc2n1CCN(Cc1ccccc1Cl)CC2	-9.5%[86.2 µM]
CN(C)Cc1nnc(C2CC(NC(=O)c3ccc4ncccc4c3)C2)n1C (stereo not given)	12.2%
CCOCCCNc1oc(-c2ccc(S(=O)(=O)N3CCc4ccccc4C3)cc2)nc1C#N	-47.5%
Cc1ccc(-c2csc(/C(C#N)=C/c3ccccc3Cl)n2)cc1	?
COCCCNc1nc2c([S+](=O)([O-])c3cccnc3)nnn2c2ccccc12	?
CCOC(=O)c1ccc(NC2=CC(c3ccc(OCC)cc3)N(c3ccc(C(=O)OCC)cc3)C2=O)cc1 (stereo not given)	?
CC(Cn1cncn1)C(=O)N1CCc2onc(-c3ccc(F)c(F)c3)c2C1 (stereo not given)	11.3%
COc1ccc2nc(NC(=O)CSc3ncccn3)sc2c1	-3.8%
O=C1c2c(nc(COc3ccc(F)cc3F)n2Cc2ccccc2)NCCN1CC1CC1	-8.4%[86.2 µM]
Cn1c(Oc2ccccc2Cl)c(C#N)c(=O)n(C)c1=O	-5.0%
O=C(O)COc1ccccc1/C=N/NC(=O)c1cc2ccccc2cc1O	?
CCN(CC)CCNC(=O)CCC(=O)O	-10.7%
Cn1c(CC2CCS(=O)(=O)C2)nnc1SCC(=O)Nc1ccc2c(c1)CCC2 (stereo not given)	5.9%

As a short view, part of the list above:
SMILES	KDM5B inh
NCCN1C(=O)CO[C@H](c2ccc(NC(=O)C3CCOCC3)cc2)[C@H]1CO	93.0%[activator][86.2 µM]
COc1cc(CN2CCC(C)(NC(C)=O)CC2)cc(NCc2ccccc2)c1	-16.9%[86.2 µM]
CCCCn1c2ccccc2c2nnc(SCc3ccc(F)cc3)nc21	14.8%
CSc1ncc(Cl)c(C(=O)N(Cc2ccc(C)cc2)C2CCS(=O)(=O)C2)n1 (stereo not given)	-9.8%
O=C1N(C2CCN(Cc3ccncc3F)CC2)C(c2ccncc2)C12CCCCC2 (stereo not given)	-25.2%
COC(=O)C1=C(C)N=C2SC=C(CC(=O)N3CCCC3)N2C1c1ccccc1Cl (stereo not given)	?

(cont.)
SMILES	KDM5B inh
NC(=O)NCC(=O)N1CC[C@@H]2[C@@H](CCC(=O)N2CCc2ccccn2)C1	3.0%
Cc1cccc(CN2C(=O)c3ccccc3Sc3ccc(C(=O)NCCCN4CCOCC4)cc32)c1	-22.4%
COc1ccc(S(=O)(=O)N2C[C@@H]3C[C@H](C2)c2ccc(NC(=O)c4ccc(C#N)cc4)c(=O)n2C3)cc1	-2.7%
CCc1ccc(NC(=O)Cn2c(=O)n(CC3CCCO3)c(=O)c3cc(OC)c(OC)cc32)cc1 (stereo not given)	?
OCC1(Cc2cccc(Cl)c2)CCCNC1 (stereo not given)	-0.9%
C=Cc1ccc(Cn2c(C)c(CNCc3ccc(SC)cc3)c(C(=O)O)c2C)cc1	?
CCc1nc(-c2c3n(c(=O)n(Cc4ccc(C(F)(F)F)cc4)c2=O)CCCC3)no1	13.9%
COc1ccc(OC)c(C2C(C(=O)Nc3ccccc3)=C(C)Nc3nc4ccccc4n32)c1 (stereo not given)	78.5%[activator]
CCOc1cc(NC(=O)c2ccc(Cn3cc(Cl)cn3)cc2)ccc1OC(F)F	-6.9%
CCOCCn1c(=NC(=O)c2ccc3c(c2)OCCO3)sc2cc(OCC)ccc21	?
O=S(=O)(NC1CC1)c1ccc(F)c(F)c1	11.8%
Cc1cn(CCn2ccnc2-c2nc[nH]c2C)nn1	14.9%
CCCCNc1oc(/C=C/c2ccccc2OC)nc1C#N	i
COCCNc1ncnc2c1CCN(C(=O)c1cscn1)CC2	-3.6%
CCN1CCC(CCNC(=O)C2CCN(C(=O)N3CC4CC(C3)[C@H]3CCCC(=O)N3C4)CC2)CC1 (stereo not given in full)	-18.7%
Fc1ccc(-c2cnc3n2C[C@H](CN(Cc2ccccc2)Cc2ccccc2)OC3)cc1	-24.5%[86.2 µM]
CCCn1c(C)cnc1CC1CCCN(C(=O)CC2CCCC2)C1 (stereo not given)	-9.7%
Cc1cc(S(=O)(=O)NCc2ccccc2Cn2cccn2)ccc1Br	3.3%
Cc1ccc2nc(NC(=O)CS(=O)(=O)Cc3ccccc3)sc2c1	-4.2%
O=C(CSc1n[nH]c(-c2cccnc2)n1)Nc1ccccc1C(F)(F)F	21.3%
COc1ccc(C=O)cc1CN1CCCCCC1	-6.8%
COc1ccc(-c2noc([C@@H]3C[C@H](NC(=O)c4ccc(F)cc4)CN3C)n2)cc1	?
CC1CCCC(C)N1C(=O)COC(=O)c1cccc(S(=O)(=O)N(C)c2ccccc2)c1 (stereo not given)	8.1%
COC(=O)c1nnn(CC(=O)NC(=O)Nc2c(C)cccc2C)c1C(=O)OC	1.9%
O=C(Cc1cccs1)N/N=C\c1cccc2ccccc12	?

Random excerpt: two records from the list.
SMILES	KDM5B inh
CCOCCn1c(=NC(=O)c2ccc3c(c2)OCCO3)sc2cc(OCC)ccc21	?
COCCNc1ncnc2c1CCN(C(=O)c1cscn1)CC2	-3.6%

4 entries from above, reformatted:
KDM5B inh,structure
-22.4%,Cc1cccc(CN2C(=O)c3ccccc3Sc3ccc(C(=O)NCCCN4CCOCC4)cc32)c1
-2.7%,COc1ccc(S(=O)(=O)N2C[C@@H]3C[C@H](C2)c2ccc(NC(=O)c4ccc(C#N)cc4)c(=O)n2C3)cc1
?,CCc1ccc(NC(=O)Cn2c(=O)n(CC3CCCO3)c(=O)c3cc(OC)c(OC)cc32)cc1 (stereo not given)
-0.9%,OCC1(Cc2cccc(Cl)c2)CCCNC1 (stereo not given)

Additional results follow.
SMILES	KDM5B inh
Cc1ccccc1NC(=O)Cc1c[nH]c2ncc(-c3cnn(C)c3)cc12	?
COc1cccc(NC(=O)Cn2c(=O)n(-c3ccc(F)cc3)c(=O)c3c2cc(C)n3C)c1	-9.4%
O=C(c1cccc(OC(F)(F)F)c1)N1CCC(N2CC3CC(C2)[C@H]2CCCC(=O)N2C3)CC1 (stereo not given in full)	-4.7%
CCOc1ccc(C(=O)OCc2cc(=O)n3nc(C4CC4)sc3n2)cc1	-13.2%
Cc1cccc(-n2c(C)nc3ccsc3c2=O)c1	27.0%
Cn1c(=O)c(=O)n(C)c2cc(N3CCOCC3)c(NS(=O)(=O)c3ccc(F)c(Cl)c3)cc21	?
COC1C(=O)N(C2CCN(C(=O)c3ccnn3C)CC2)C12CCOCC2 (stereo not given)	-8.1%
O=C(c1nc2ncccn2n1)N1CCCn2cc(-c3ccccc3)nc21	16.7%
CCN(CC)c1ccc(C(=O)N2CCC(c3c[nH]c4ccccc34)(c3c[nH]c4ccccc34)CC2)cc1	?
O=C(CN1CCCCCC1)N1CC(Oc2ccc(-c3noc(-c4ccccc4)n3)cc2)C1	-22.5%
CC(=O)N1CCC(C2CCN(C(=O)C3CNC3)C2)CC1 (stereo not given)	-23.8%
Cc1ccc(C)c(CSc2nc3ccncc3n2CC(=O)Nc2ccc(N(C)C)cc2)c1	-10.6%
CCN1CC2(CCC1=O)CCN(C(=O)[C@@](C)(N)Cc1ccccc1)CC2	4.9%
CC1(CNc2ccccc2)COc2ccc(C(=O)NCCN3CCOCC3)cc2N1 (stereo not given)	-26.1%[86.2 µM]
O=C1CCN(C(=O)C2CCCC2)CCCC(c2nc(-c3cccnc3)no2)CCN1 (stereo not given)	-4.9%
CCc1ccc2oc(-c3cc(NC(=O)c4cc([N+](=O)[O-])ccc4N4CCOCC4)ccc3Cl)nc2c1	-4.4%
S=c1[nH]nc(-c2ccccn2)n1/N=C/c1ccco1	8.4%
CC(C)c1cc(C(=O)N2CCCC(c3ccccc3)(c3ccccc3)C2)n(C)n1	-3.1%
CNC(C)c1ccccc1Cl (stereo not given)	1.3%[230 µM]
O=C(c1ccc(Cl)cc1Cl)N1CCN(c2cc(-c3ccccc3)[nH]n2)CC1	4.4%
CCC(=O)N1CCN(c2nc3c(s2)CC(C(=O)Nc2ccc(F)cc2F)CC3)CC1 (stereo not given)	3.7%
Cc1onc(-c2ccc(Cl)cc2)c1-c1ccnn1S(=O)(=O)c1ccc(Cl)cc1	7.5%
CC(C)c1ccc(NC(=O)c2ccc(F)c(S(=O)(=O)N3CCCC3)c2)cc1	-5.4%
O=C(OCc1nc2ccccc2o1)c1cccc(S(=O)(=O)N2CCCC2)c1	16.7%
COc1ccc(Cl)cc1NC(=O)CN1C(=O)NC2(CCOCC2)C1=O	14.2%

(more compounds)
SMILES	KDM5B inh
CCCc1cc(=O)oc2cc(C)cc(OC(C)C(=O)NCCCn3ccnc3)c12 (stereo not given)	?
COc1ccc(NC(=O)/C=C\C(=O)N(c2ccc(C(C)C)cc2)C(C(=O)NCc2ccco2)c2ccc(F)cc2)cc1 (stereo not given)	?
CCOc1cc(/C=N/O)ccc1O	-10.8%
COCC(=O)NC[C@H]1O[C@@H](CC(=O)N2CCN(c3ccccc3)CC2)[C@H](O)[C@@H]1O	-19.4%[86.2 µM]
CO[C@H]1[C@H](NC(=O)CCOc2ccccc2)c2ccccc2C12CCNCC2	11.1%
CSCCCNC(=S)Nc1ccc(F)c(Cl)c1	-15.0%
CCOC(=O)c1c(C)[nH]c(C(=O)OCc2ccc(C)cc2)c1C	-1.1%
Cc1cc(C)c(NC(=O)C(C)n2nc(-c3ccc(C)c(C)c3)ccc2=O)c(C)c1 (stereo not given)	-14.7%
O=C(N1CCC2(CC1)[C@H](O)C[C@@H]2OCCO)C1(c2ccccc2)CCCC1	-7.7%
Cc1noc(C)c1S(=O)(=O)N1CCCC(CO)CCNC(=O)CC1 (stereo not given)	-17.9%
c1ccc(Cc2nnc(SCc3nc(-c4cccs4)no3)n2-c2ccccc2)cc1	?
COc1ccc(C2(C(=O)N3CCC[C@H]3c3nc(-c4ccccc4Cl)no3)CC2)cc1	-10.0%
O=C(O)Cn1ccc2cc(OCC3CCN(C(=O)OC4CCCC4)CC3)cnc21	35.5µM*
CCCCn1c(SCC(=O)N2CCOc3ccc(C)cc32)nc2ccsc2c1=O	-5.2%
COc1cc(CN2CCN(c3ncnc4[nH]ccc34)CC2CCO)cc(OC)c1 (stereo not given)	-28.3%
